Bioassay records: PubChem, Small Molecule Screening Facility, UW Madison
PriA SSB inh: blocks PriA binding to SSB C-terminal tail | AlphaScreen SSBct-PriA binding, biotinylated peptide | inhibition, % at 33 µM | hit rate 0.6% among 430,000; in the data active means inhibition mostly above about 37%, no sharp cut-off; inactive means mostly below about 20%;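 further: plate controls were negative control peptide for no effect and reference peptide for full effect; strong numbers were not always called active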
Active calls of the source: *; & = joins results of further samples. Some of the compounds tested; count on the stated rates, not on these rows.

SMILES | PriA SSB inh
O=C(CSc1ncccc1-c1nc2ccccc2[nH]1)N1CCN(c2ccccc2)CC1 | -15
COc1ccc(C=NN(C)C2=NCCN2)c(OC)c1OC | -6
O=S(=O)(/C=C/c1ccccc1)N1CCC(n2cc(-c3ccccc3)nn2)C1 (stereo not given) | -8
O=c1[nH]c(=S)[nH]c(O)c1C=C1C=c2ccccc2=N1 | 2
COc1ccc(Cl)cc1NC(=O)N1CCC(Oc2ccc(C#N)cn2)CC1 | 2
NC(=NOC(=O)CC1CCCCC1)c1ccc([N+](=O)[O-])cc1 | 12
C=CCOc1ccc(C2C(=C(O)c3ccc(OC)cc3)C(=O)C(=O)N2CCN2CCNCC2)cc1 (stereo not given) | 7
COc1cccc(CSc2nc(CC(=O)Nc3cccnc3)cc(=O)[nH]2)c1 | 12
CC(=O)c1ccc(NC(=O)c2ccc(CNS(=O)(=O)c3cc(C)ccc3C)cc2)cc1 | -4
O=C(NCc1ccco1)C(=O)Nc1ccon1 | 1
Cn1c(C(F)(F)F)nn(CC(=O)Nc2ccc(F)c(Cl)c2)c1=O | -12
CCOC(=O)c1sc(NC(=O)CSc2nc3c(cnn3-c3ccc(F)cc3)c(=O)[nH]2)c(C(=O)OCC)c1C | -17
Cc1cc(C)nc(N=C(NC(=O)c2ccccc2)Nc2ccccc2)n1 | -10
Cc1ccc(CN(CC(=O)NN=Cc2ccco2)S(=O)(=O)c2ccc(C)cc2)cc1 | -11
COc1ccc(N2CCn3c2nn(CC(=O)Nc2cc(Cl)ccc2OC)c(=O)c3=O)cc1 | -6
Cn1nc2c(cc1=O)CC(NC(=O)c1ccoc1)CC2 (stereo not given) | -22
COc1cccc(C=Nn2c(-c3cc(C)[nH]n3)n[nH]c2=S)c1 | 1
O=C1CN(CCn2cccn2)CCN1 | -2
O=C(O)CC(Br)C(=O)c1cccs1 (stereo not given) | -5
O=S(=O)(NCc1cccs1)c1ccc2c(c1)OCCCO2 | 0
Cc1[nH]n(-c2ccccc2)c(=O)c1C=C1C=c2ccccc2=N1 | 1
COC(=O)Nc1ccc(S(=O)(=O)Nc2ccc3c(c2)CN(C(=O)C2CC2)CC3)cc1 | 7
Cn1nc(CNC(=O)Cn2c(=O)oc3ccccc32)c2c1CCOC2 | -18
Cc1nc2oc(-c3ccccc3)nc2cc1NC(=O)c1cnn(-c2ccccc2)n1 | 26
Cc1onc(-c2ccccc2Cl)c1C(=O)N1C2C=CCC1CC2 (stereo not given) | -6
COC(=O)c1ccc(NC(=O)CCCn2nc(-c3cccc(OC)c3)ccc2=O)cc1 | 6
O=C(Nc1cnn([C@H]2CCOC2)c1)c1cc2ccccc2o1 | -10
CC(Oc1ccccc1[N+](=O)[O-])C(=O)NN=Cc1ccoc1 (stereo not given) | -2
COC(=O)/C=C1\NC(=Nc2nc(C)c3cc(OC)ccc3n2)NC1=O | 4
CN(C)c1ccc(-n2cccc2C=Nn2cnnc2)cc1 | 17
Cc1ccc(S(=O)(=O)N2CC[C@H](n3ccnn3)C2)s1 | -6
COC(=O)c1sc(-c2ccccc2)cc1NC(=O)c1ccno1 | -2
O=C(NCc1ccc(F)cc1)N1CCN(c2nc3c(C(F)(F)F)cccc3s2)CC1 | -14
CCC(=O)Nc1ccc(S(=O)(=O)NCC2CCN(c3ncccc3C#N)CC2)c(C)c1 | -7
COc1ccc(OC)c(-c2cc(C(=O)NCC3(OC)Cc4ccccc4C3)n(C)n2)c1 | 10
CCN1C(=O)CSC1=NS(=O)(=O)c1ccc(C)cc1 | -6
CC(C)(C)c1csc(CN2CCN(C(=O)Cc3ccc(Cl)cc3)CC2)n1 | -9&-6
O=C(N=C(c1ccccc1)c1ccccc1)c1ccc(-c2ccccc2)cc1 | -8
NC(=O)c1ccccc1OCC#CCNC(=O)Nc1ccc(Cl)c(Cl)c1 | 1
Clc1ccccc1C=NNC1=Nc2cccc3cccc1c23 | 0
O=C(CCCC(=O)c1ccccc1)NCc1ccnc(-c2cccs2)c1 | -10
CN1C(=O)C(=C2C=C(c3ccccc3)N(CCOCCO)C3=C2CCCC3)C(=O)N(C)C1=O | 1
COc1cccc(OC)c1C(=O)Nc1nc2ccc3nc(C)sc3c2s1 | 2
COc1cc(Cl)c(C)cc1-n1ccnc(NCC(C)c2ccccc2)c1=O (stereo not given) | -17
O=C(O)c1ccc(C=NN2CCN(Cc3ccc(Cl)cc3)CC2)cc1 | -13
CCn1nccc1C(=O)N(Cc1ccccn1)c1nc2ccc(Cl)cc2s1 | -26
CN1CCc2cc(C(C#N)N3CCOCC3)ccc21 (stereo not given) | 29
Cc1ccc(C)c(S(=O)(=O)Nc2ccc(C(=O)N3CCCC3)cc2)c1 | 14
O=C(Nc1nc(-c2cc(Cl)ccc2Cl)cs1)c1ccccc1[N+](=O)[O-] | 19
COc1cccc(C(=O)NCC(=O)NN=Cc2ccc(OC(=O)c3cccs3)c(OC)c2)c1 | 9
Following part:
SMILES | PriA SSB inh
Cc1c(C(=O)N2CCSC(c3ccco3)CC2)cnn1-c1ccccc1 (stereo not given) | 1
Cc1ccc(-c2csc(/C(C#N)=C/c3cccc(Cl)c3)n2)c(C)c1 | -12
O=C(CN1N=NC2C(=O)N(c3ccc(Br)cc3)C(=O)C21)Nc1cccc(F)c1 (stereo not given) | -1
Cc1csc(NC(=O)C2CCN(c3ccc(-c4ccccc4C)nn3)CC2)n1 | 3
COc1ccc(NC(N)=Nc2nc(C)c(Cc3ccccc3)c(=O)[nH]2)cc1 | -8
Cc1cc(OC2CCN(C(=O)NCCc3ccccc3)C2)cc(=O)o1 (stereo not given) | -4
O=C(Nc1cnc(N2CCN(c3ccccn3)CC2)nc1)Nc1ccccc1F | 4
CN(Cc1ccco1)S(=O)(=O)c1ccc(C(=O)Nc2nc(-c3cccs3)cs2)cc1 | 11
Cc1ccc(NC(=O)CN2CCC(C(N)=O)CC2)c(C)c1 | 3
O=C(NCc1ccc2c(c1)OCO2)C(=O)NCC1CCN(C2CCCC2)CC1 | -6
Cc1c(Cl)cccc1S(=O)(=O)NCc1cc(-c2cccs2)n(C)n1 | -7
NC1=NC(=O)NC(=O)C1 | 8
Cc1ccc(-n2[nH]c(C)c(C=Nc3cccc(C)n3)c2=O)cc1 | -16
COc1ccc(C)cc1S(=O)(=O)N1CCC(Oc2cc(C)oc(=O)c2)CC1 | -12
O=S(=O)(NCC1CCCO1)c1cccc2cccnc12 (stereo not given) | 5
COC(=O)Cn1c(=NC(=O)c2ccnn2C)sc2cc(S(C)(=O)=O)ccc21 | -7
CN(C)[C@H](C#N)c1ccccc1Br | -3
COc1ccc(-c2ccc(=O)n(CCCC(=O)Nc3nccs3)n2)cc1OC | 0
COc1ccccc1CNC(=O)c1ccc2c(=O)n(-c3ccccc3)c(=O)[nH]c2c1 | -23
COc1ccc(S(=O)(=O)NCCNC(=O)c2ccc(NC(=O)C3CCCC3)cc2)cc1 | -9
COc1cc(OC)c(C=NNC(=O)c2ccncc2)cc1Br | -13
CCOc1ccc2nc(Cl)c(C3CC(c4ccc(C)cc4)=NN3C(=O)c3cccs3)cc2c1 (stereo not given) | -6
Cc1cc2cc(CNC(=O)c3ccccc3F)ccc2n1C | 14
CC1CCCC(C)N1C(=O)c1cccc2c1-c1ccccc1C2=O (stereo not given) | -7
COC(=O)N1CCC(CNS(=O)(=O)c2ccc(C(F)(F)F)cc2)CC1 | -9
O=C(C1CCCC1)N1CCc2ccc(NS(=O)(=O)c3ccccc3Cl)cc21 | -3
O=C(CCS(=O)(=O)c1ccccc1)NCC[C@H](O)c1ccccc1 | -12
O=C(NCCn1nc(-c2ccncc2)ccc1=O)c1ccc(F)cc1 | -9
Cc1ccc(NC(=O)C(=O)NCc2ccco2)cc1Cl | 1
Cc1cccc(N=Cc2sc3ccccc3c2O)n1 | -8
Fc1cccc(Cl)c1CSc1ccc(-c2ccc3c(c2)OCO3)nn1 | -4
O=S(=O)(c1ccc(OC(F)(F)F)cc1)N1CCC(Oc2cnccn2)CC1 | -2
Cc1nc2scc(C)n2c(=O)c1NC(=O)Cc1cccs1 | -3
O=S(=O)(c1cccc2nsnc12)N1CCC(c2ccc3c(c2)OCO3)C1 (stereo not given) | 14
O=C(NC1CCN(c2ccc(-c3ccccc3Cl)nn2)CC1)c1ccsc1 | -8
COc1ccc(OC)c(-c2cc(C(=O)NCC(O)c3csc4ccccc34)n(C)n2)c1 (stereo not given) | 11
COC(=O)c1ccccc1N/C=C(\C#N)c1nc(-c2cccs2)cs1 | -1
NC(=O)c1ccc(NC(=O)CC2CSc3nc4c(cnn4-c4ccccc4)c(=O)n32)cc1 (stereo not given) | 3
O=C1C(=O)N(c2ccc(O)cc2)C(c2ccccc2[N+](=O)[O-])C1=C(O)c1ccccc1 (stereo not given) | 1
Cc1ccc2c(c1)CCCN2C(=O)Cn1ncccc1=O | -6
Cn1ccc(C(=O)Nc2nnc(-c3ccco3)o2)n1 | 17
Cc1nnc(NC(=O)CSc2nnc(-c3cccnc3)o2)s1 | -7&-1
CCOc1ccc(S(=O)(=O)Nc2cc(-n3c(C)nc4ccccc4c3=O)ccc2F)cc1 | 10
O=C(Cn1ccc2ccccc21)N1CC[C@H](Oc2cccnn2)C1 | -22
O=C(Cc1noc2ccccc12)N1CCC(Oc2cccnn2)CC1 | -18
COc1cc(C(=O)Nc2ccc3c(c2)N(C(=O)C2CC2)CC3)cc(OC)c1OC | -10
COc1ccc(OCC2c3cc(OC)c(OC)cc3CCN2C(=O)c2ccccc2Br)cc1 (stereo not given) | -2
COc1ccccc1C=NNC(=O)c1cccc2ccccc12 | -5
COc1ccc(OC)c(-c2cc(C(=O)Nc3ccc4c(c3)C(=O)N(C)c3cc(C)ccc3O4)[nH]n2)c1 | 16
Cc1c(Cl)c([N+](=O)[O-])nn1Cc1ccc(C(=O)NN=Cc2ccccn2)o1 | 6
Other structures:
SMILES | PriA SSB inh
COc1ccc(Cl)cc1NC(=O)C1CN(C(C)=O)C1 | 5
COc1ccc(S(=O)(=O)N2CCC(C(=O)Nc3c4c(nn3C)CCC4)CC2)cc1 | -6
COC(CNS(=O)(=O)c1ccccc1Br)c1ccc(Cl)s1 (stereo not given) | -7
COc1ccc(Cn2c(=O)[nH]c3cccnc3c2=O)cc1 | -3
Cc1cccn2c(=O)c(/C=C(\C#N)C(=O)NCCc3ccccc3)c(NCCOCCO)nc12 | -15
CCCc1nnsc1C(=O)N1CCC(c2nnc(C3CC3)o2)CC1 | 1
COc1ccc(C=NN2CCOCC2)cc1COc1ccc(Cl)cc1 | 8
Cc1cc(C(=O)Nc2nnc(CCSc3ccccc3)o2)on1 | 3
Cn1ccc(C(=O)Nc2ccc(-c3nc4ccccc4[nH]3)cc2)n1 | -1
CS(=O)(=O)N1CCCCC(c2ccc(F)cc2)C1 (stereo not given) | 9
Cc1ccc(N2CCCS2(=O)=O)cc1NS(=O)(=O)c1cn(C)cn1 | -10
COC(=O)c1c(NC(=O)c2ccn(C)n2)sc(C)c1C | -12
CC[C@H](C)c1ccccc1OCC(=O)Nc1ccc(S(=O)(=O)Nc2nc(C)cc(C)n2)cc1 | 5
COC(=O)c1ccc(C(=O)Nc2ccccc2Cc2nc(-c3cccs3)no2)cc1 | -2
CC[C@H](Sc1ccc2nnc(-c3cccnc3)n2n1)C(=O)O | -17
COc1ccc2cc(C(=O)N3CC[C@H](Oc4cncc(N(C)C)n4)C3)[nH]c2c1 | -2
O=C(N/N=C\c1ccc(F)cc1)c1cc(-c2ccc(Cl)cc2Cl)n[nH]1 | -17
COC(=O)c1sc2ccccc2c1NC(=O)c1ccn(C)n1 | -17
Cc1ccc2[nH]c3c(=O)n(CC(=O)NCc4ccc(F)cc4Cl)cnc3c2c1 | -6
CN(Cc1c(C(=O)NN=Cc2ccc(O)cc2)nnn1-c1nonc1N)c1ccccc1 | -2
O=C(Nc1ccsc1-c1nc(C2CC2)no1)c1cc(=O)c2ccccc2o1 | -5
Cc1cc2c(cc1C)NC(CC(=O)Nc1ccccc1OC(F)F)C(=O)N2 (stereo not given) | -10
O=C(NN=Cc1ccncc1)c1cc2ccccc2o1 | 6
COCCn1c(SCc2ccc(OC(F)(F)F)cc2)nc2cc(C(=O)OC)ccc2c1=O | -22
COc1ccccc1-c1ccc(N2CCN(C(=O)NC3CCCCC3)CC2)nn1 | -9

Exported as tab-separated lines: 22 of the compounds above
Structure	PriA SSB inh
COc1ccc(Cn2c(=O)[nH]c3cccnc3c2=O)cc1	-3
Cc1cccn2c(=O)c(/C=C(\C#N)C(=O)NCCc3ccccc3)c(NCCOCCO)nc12	-15
CCCc1nnsc1C(=O)N1CCC(c2nnc(C3CC3)o2)CC1	1
COc1ccc(C=NN2CCOCC2)cc1COc1ccc(Cl)cc1	8
Cc1cc(C(=O)Nc2nnc(CCSc3ccccc3)o2)on1	3
Cn1ccc(C(=O)Nc2ccc(-c3nc4ccccc4[nH]3)cc2)n1	-1
CS(=O)(=O)N1CCCCC(c2ccc(F)cc2)C1 (stereo not given)	9
Cc1ccc(N2CCCS2(=O)=O)cc1NS(=O)(=O)c1cn(C)cn1	-10
COC(=O)c1c(NC(=O)c2ccn(C)n2)sc(C)c1C	-12
CC[C@H](C)c1ccccc1OCC(=O)Nc1ccc(S(=O)(=O)Nc2nc(C)cc(C)n2)cc1	5
COC(=O)c1ccc(C(=O)Nc2ccccc2Cc2nc(-c3cccs3)no2)cc1	-2
CC[C@H](Sc1ccc2nnc(-c3cccnc3)n2n1)C(=O)O	-17
COc1ccc2cc(C(=O)N3CC[C@H](Oc4cncc(N(C)C)n4)C3)[nH]c2c1	-2
O=C(N/N=C\c1ccc(F)cc1)c1cc(-c2ccc(Cl)cc2Cl)n[nH]1	-17
COC(=O)c1sc2ccccc2c1NC(=O)c1ccn(C)n1	-17
Cc1ccc2[nH]c3c(=O)n(CC(=O)NCc4ccc(F)cc4Cl)cnc3c2c1	-6
CN(Cc1c(C(=O)NN=Cc2ccc(O)cc2)nnn1-c1nonc1N)c1ccccc1	-2
O=C(Nc1ccsc1-c1nc(C2CC2)no1)c1cc(=O)c2ccccc2o1	-5
Cc1cc2c(cc1C)NC(CC(=O)Nc1ccccc1OC(F)F)C(=O)N2 (stereo not given)	-10
O=C(NN=Cc1ccncc1)c1cc2ccccc2o1	6
COCCn1c(SCc2ccc(OC(F)(F)F)cc2)nc2cc(C(=O)OC)ccc2c1=O	-22
COc1ccccc1-c1ccc(N2CCN(C(=O)NC3CCCCC3)CC2)nn1	-9
